High-throughput results as filed in PubChem.
HT1080NT lethal: qHTS for induction of synthetic lethality in tumor cells producing 2HG: qHTS for the HT-1080-NT fibrosarcoma cell line; 360,000 tested, 1.6% active; Potency, µM (titrated, usually from 46.1 µM), for inactives: top-dose activity, negative = less viability, hits mostly cytotoxic; HT-1080-NT fibrosarcoma viability, CellTiter-Glo ATP luminescence, 48 h;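 also: NT is the 2HG producing partner of a matched IDH1 knockdown line; potency is read from the fitted curve at half-maximal effect; 0% = DMSO-treated cells and -100% = media-only wells without cells; nearly all actives have a fitted effect of over 55% in size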
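Compounds were tested in concentration-response format on HT-1080-NT cells for 48 hours at 37 degrees C. Cell viability came from CellTiter-Glo luminescence; curves were classified by r2, response magnitude and activity.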
SW480 rerep: A quantitative high throughput screen for small molecules that induce DNA re-replication in SW480 colon adenocarcinoma cells. SW480 DNA re-replication, Hoechst DNA content imaging, 48 h. Potency, µM (titrated, usually from 46.1 µM), for the others: at the top dose re-replication activation, usual class: activators. 340,000 tested, 1.8% active. AID 624297, 2012; also: potency is read from the fitted curve at half-maximal effect; % of control where 0% means no effect; nearly all actives have a fitted effect of over 55% in size
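Compounds, transferred as 23 nL by pin tool, were incubated with cells for 48 hr; DNA content per nucleus was then quantified by Hoechst staining and fluorescence plate imaging.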
IL1B secr inh: qHTS for Inhibitors of Inflammasome Signaling: IL-1-beta AlphaLISA Primary Screen. activity change, % at 57.5 µM. AID 743279, 2014. 360,000 tested, 4.7% active. THP-1 LPS/ATP IL-1B secretion, AlphaLISA, 16 h; stronger effect = lower value; in the data active = activity change below about -50%; inconclusive = mostly about -30% to -49%; also: % is scaled to controls: 0 for no effect and ±100 for the full control effect
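Secreted IL-1B measured by AlphaLISA bead assay after 16 h compound exposure of THP-1 cells; compounds (final up to 57.5 uM) added 1 h before LPS (250 ng/mL) and ATP (1.25 mM) stimulation; lower signal means less secretion.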
ATXN2 expr inh: Primary qHTS for Inhibitors of ATXN expression; HEK-293 ATXN2-luciferase reporter, luminescence, 24 h; Potency, µM (titrated, usually from 57 µM), without a hit: at the top dose activity change, negative = inhibition, actives largely listed as inhibitors; 360,000 tested, 0.72% active; AID 1745845, 2022; also: potency is read from the fitted curve at half-maximal effect; % is scaled to controls: 0 for no effect and ±100 for the full control effect; nearly all actives have a fitted effect of over 55% in size
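qHTS (up to 57 uM final) was run with 24 h compound exposure of reporter cells at 37 °C. Each well was multiplexed: SteadyGlo luminescence measured ATXN2-luciferase expression after a fluorogenic Gly-Phe-AFC viability readout (25 uM final).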
KB-3-1 tox: qHTS assay for MDR1-selective chemotherapeutics: Primary screen using the parental adenocarcinoma cell KB-3-1 | AID 1347075, 2019 | KB-3-1 viability, CellTiter-Glo ATP luminescence, 72 h | 400,000 tested, 1.4% active | Potency, µM (top dose mostly 46.1 µM), without a hit: at the top dose activity change, negative = cytotoxic, most hits filed as cytotoxic; also: potency is read from the fitted curve at half-maximal effect; % is scaled to controls: 0 for no effect and ±100 for the full control effect; nearly all actives have a fitted effect of over 60% in size
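Multi-concentration cytotoxicity screen in KB-3-1 cells grown in DMEM lacking phenol red with 10% FBS. After 72 h at 37 °C with compound, ATP-dependent luminescence was recorded.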
WRN inhibitor: qHTS for Inhibitors of WRN Helicase; Bifunctional 3'-5' exonuclease/ATP-dependent helicase WRN (Homo sapiens), Q14191; Potency, µM (doses to about 114 µM), inactives show top-dose activity change, negative = inhibition, hits mostly inhibitors; WRN helicase unwinding, fluorescent forked duplex, kinetic; 360,000 tested, 0.46% active; AID 651768, 2012; also: potency is read from the fitted curve at half-maximal effect; % is scaled to controls: 0 for no effect and ±100 for the full control effect; nearly all actives have a fitted effect of over 55% in size
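Enzyme (20 nM final) and test compound sit together 15 min at room temperature before substrate addition. Substrate is a single-forked duplex oligonucleotide (100 nM) labelled with fluorophore and quencher, with 2 mM ATP; helicase unwinding raises red fluorescence, read kinetically.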
MCF10A rerep: A quantitative high throughput screen for small molecules that induce DNA re-replication in MCF 10a normal breast cells. MCF 10A DNA re-replication, Hoechst nuclear intensity, 48 h. Potency, µM (series often up to 46.1 µM), for the others: top-dose activity, positive = re-replication, actives largely listed as activators. 350,000 tested, 2.9% active. AID 624296, 2012; also: potency is read from the fitted curve at half-maximal effect; % of control where 0% means no effect; nearly all actives have a fitted effect of over 50% in size
KB-V1 cytotox: qHTS assay for MDR1-selective chemotherapeutics: Primary screen using the drug-selected MDR subline cells KB-V1. KB-V1 MDR cells viability, CellTiter-Glo, 72 h. Potency, µM (titrated, usually from 46.1 µM), without a hit: top-dose activity change, negative = cytotoxicity, most hits filed as cytotoxic. 400,000 tested, 3.4% active; also: potency is read from the fitted curve at half-maximal effect; % is scaled to controls: 0 for no effect and ±100 for the full control effect; nearly all actives have a fitted effect of over 60% in size
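KB-V1 cells (P-gp-expressing MDR subline of KB-3-1) in phenol-red-free DMEM with 10% FBS were exposed to library compounds over a concentration series for 72 h at 37 degrees C. Viability read by CellTiter-Glo luminescence; concentration-effect curves fitted after normalization.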
HT1080 IDH1KD tx: qHTS for induction of synthetic lethality in tumor cells producing 2HG: qHTS for the HT-1080-IDH1KD cell line; HT-1080 IDH1 knockdown viability, ATP luminescence, 48 h; Potency, µM (titrated, usually from 46.1 µM), inactives show at the highest dose activity, negative = toxicity, hits mostly cytotoxic; 360,000 tested, 2% active;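 also: potency is read from the fitted curve at half-maximal effect; 0% = DMSO wells and -100% = cell-free medium wells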
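Cytotoxicity counter-line: IDH1KD HT-1080, 48 h, CellTiter-Glo. Curves classed by r2, magnitude and activity.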
Active calls of the source: *; ? = inconclusive; / = not tested or not shown; [ ] = dose if it differs, or a comment. Unless noted, calls follow the shape of the dose curve; as a rule, active = well fitted curve in the direction sought with a large enough effect; inconclusive = small, poorly fitted or top-dose-only effect, or another doubt; inactive = no such curve, though single readings can be large; an effect the other way counts as inactive or inconclusive.

Under each structure: HT1080NT lethal	SW480 rerep	IL1B secr inh	ATXN2 expr inh	KB-3-1 tox	WRN inhibitor	MCF10A rerep	KB-V1 cytotox	HT1080 IDH1KD tx
CCOC(=O)C1=C(N)Oc2c(oc(CO)cc2=O)C1c1c(F)cccc1Cl (stereo not drawn)
  0%	-23%	0	5%	18%	2%	1%	15%	-11%
Clc1ccc(Nc2ncnc3ccc(Br)cc23)cc1
  ?	0%	-9	?	-18%	8%	?	10µM*	?
O=C1NN=C(c2ccc(Cl)cc2)CC1c1c[nH]c2ccccc12 (stereo not drawn)
  -4%	7%	?	?	-5%	1%	?	-14%	-1%
Oc1ccc(C=NCC2COc3ccccc3O2)cc1 (stereo not drawn)
  -2%	1%	3	-17%	-2%	-1%	-5%	5%	5%
COc1ccc(/C=c2\sc3nc(-c4ccccc4OC)nn3c2=O)c(OC)c1
  -6%	-4%	13	-9%	-25%	-9%	1%	-4%	-6%
O=C1CC(C(=O)Nc2ccc(Cl)cc2)n2ncnc2N1 (stereo not drawn)
  18%	-3%	14	31%	10%	8%	-11%	3%	20%
COc1ccc(-c2csc(-n3ncc(C(=O)O)c3C(F)(F)F)n2)cc1
  4%	-18%	4	/	-6%	-5%	?	?	0%
O=C(Cc1cccc(C(F)(F)F)c1)OCN1C(=O)c2ccccc2C1=O
  17%	3%	11	-3%	8%	0%	-2%	10%	8%
COc1ccc(CNc2oc(COc3ccc(Cl)cc3)nc2C#N)cc1
  -4%	4%	-21	-6%	-6%	-14%	?	?	-18%
O=C1CCC/C(=N\NC(=O)c2ccc(NS(=O)(=O)c3ccc(Br)cc3)cc2)C1
  10%	0%	-6	5%	9%	-4%	-72%[inhibitor]	7%	23%
CN(C)c1ccc(NS(=O)(=O)c2cc(Cl)ccc2Cl)cc1
  -9%	?	10	32%	?	-8%	?	?	-10%
O=c1[nH][nH]c(C(F)(F)F)c1C=NCc1cccs1
  12%	-5%	14	/	-1%	4%	1%	17%	1%
O=C(COC(=O)c1ccc(Cl)nc1)NCCc1ccc(Cl)cc1
  -2%	1%	4	-12%	-9%	-6%	0%	-17%	1%
COc1ccc(OC)c(NC(=O)CS(=O)(=O)c2ccccc2)c1
  -5%	-4%	7	14%	10%	-3%	-1%	18µM*	2%
Cc1cccc2c1OCC/C2=N\NC(=O)COc1ccccc1Cl
  21%	5%	-7	56%[activator]	13%	2%	8%	0%	-2%
COCCCN1C(=O)C(CC(=O)NCc2ccco2)CC(C(=O)N(C)C)=C1C (stereo not drawn)
  1%	/	23	9%	?	-7%	/	?	-1%
CCCCc1ccc(NC(=O)Nc2cnccn2)cc1
  ?	?	15	26%	12µM*	1%	22%	?	?
O=c1oc(-c2ccccc2)c(-c2ccccc2)c2ccccc12
  0%	13%	-4	-2%	9%	-5%	?	4%	-16%
CCN(CC)C(=O)CSc1nc2ccccc2c(=O)[nH]1
  -8%	2%	16	4%	-1%	-1%	11%	11%	-4%
O=c1c(-c2ccco2)[n+]([O-])c2ccccc2n1OCc1ccccc1
  7%	-14%	-21	/	-1%	-12%[57.1 µM]	1%	-2%	5%
CCOc1ccccc1NC(=O)c1ccc(OCC(=O)N2CCOCC2)c(OC)c1
  12%	-1%	-15	/	5%	10%	1%	0%	5%
CC(=O)c1c(C)[nH]c(C(=O)N2CC(C)CC(C)C2)c1C (stereo not drawn)
  7%	24%	14	8%	-9%	3%[57.1 µM]	8%	-10%	11%
COc1ccc(OC)c(Nc2nc3nonc3nc2N2CCCC(C)C2)c1 (stereo not drawn)
  1%	5%	15	3%	-1%	1%	3%	-25%	8%
Cc1noc(C)c1Cn1nc(C(=O)O)c2ccccc2c1=O
  4%	-1%	-23	0%	4%	0%	-7%	11%	3%
CC(=O)Oc1ccc(-c2cccc(C(=O)O)c2)cc1
  8%	-3%	3	35%[activator]	2%	0%	?	4%	-3%
O=C(NC1CCN(C(=O)Nc2ccc(F)cc2)CC1)c1ccccc1F
  22%	1%	3	-12%	3%	0%[57.1 µM]	24%	-2%	0%
COc1cc(C)c(Cl)cc1S(=O)(=O)n1ccnc1C
  2%	5%	0	-4%	5%	-10%	-10%	-17%	0%
COC(=O)C(C)NS(=O)(=O)c1ccc(NC(C)=O)cc1 (stereo not drawn)
  11%	-1%	-9	-3%	?	-5%	17%	14%	1%
Cc1sc2ncnc(NCCCn3ccnc3)c2c1C
  3%	-6%	7	-5%	11%	-2%	?	11%	-2%
CN1CCc2nc3ccc(Cl)cc3c(-c3ccccc3Cl)c2C1
  -23%	-13%	-56*	-16%	-2%	-23%[57.1 µM]	3%	-1%	-20%
Cc1cc(C)n2nc(SCc3nnc(-c4cccs4)o3)nc2n1
  0%	2%	-5	-5%	-11%	-16%	-5%	-3%	1%
Cc1cc(F)ccc1C(O)c1ncc(-c2ccccc2C(F)(F)F)[nH]1 (stereo not drawn)
  -10%	/	-15	-22%	-29%	-2%[57.1 µM]	/	?	-7%
COc1ccc(CC(NC(C)=O)C(=O)NC2CCN(S(=O)(=O)c3ccc(NC(C)=O)cc3)CC2)cc1 (stereo not drawn)
  -9%	-14%	-6	6%	1%	2%	-13%	?	1%
CCCN1C(=O)/C(=N\OCC(=O)Nc2ccc(C(C)C)cc2)c2ccccc21
  -4%	?	?	-8%	8%	-4%	11%	?	7%
O=C(O)[C@H](Cc1ccccc1)NC(=O)N1CCN(c2ccccc2)CC1
  -6%	-14%	-7	/	?	-2%	24%	9%	0%
Cc1ccc(C(=O)NNC(=O)CNc2cccc(Cl)c2)cc1
  2%	-32%[inhibitor]	4	2%	-11%	6%	16%	17%	0%
CCCCN(C(=O)c1oc2ccc(OCC)cc2c1C)c1c(N)n(CCCC)c(=O)[nH]c1=O
  -10%	4%	4	-7%	6%	-10%	12%	-19%	-10%
COc1ccccc1/C=C/C(=O)NCC(=O)N/N=C/c1ccc2c(c1)OCO2
  -25%	-10%	56	-20%[11.3 µM]	-9%	-36%[57.1 µM]	14%	-8%	-25%
CCCNS(=O)(=O)c1ccc(OCC(=O)NCC2CCCO2)cc1 (stereo not drawn)
  4%	0%	-9	-6%	-2%	10%	7%	?	12%
Cc1cccc(NC(=O)c2ccc(S(=O)(=O)N3CCCCC3)cc2)c1
  0%	2%	?	1%	/	-31%	5%	/	-6%
CN1CC(=O)NC1=NC(=O)C12CC3CC(CC(C3)C1)C2
  -17%	2%	5	-7%	0%	2%	7%	-19%	-19%
COC(=O)c1cc2c(C)nn(C)c2s1
  22%	-21%	/	12%	0%	-7%	1%	-2%	10%
Cc1cc(=O)[nH]c(N)n1
  8%	-2%	-3	22%	-3%	3%	0%	?	23%
Cc1nn(Cc2cccc(C(=O)NCC(C)C)c2)c(C)c1Br
  -6%	9%	0	-8%	-4%	-15%	16%	-1%	-3%
CC(/C=C/c1ccccc1)=N/NC(=O)CNC(=O)c1ccc2c(c1)OCO2
  -12%	-1%	-15	-21%	5%	-1%	?	18%	-20%
CC1CCCC(C)N1C(=O)COC(=O)C12CC3CC(CC(Cl)(C3)C1)C2 (stereo not drawn)
  20%	-3%	14	/	0%	-3%	1%	3%	0%
Cc1cc(C)n2c(SCC(=O)N3CCN(S(=O)(=O)c4ccc(Cl)cc4)CC3)nnc2n1
  -6%	-1%	24	6%	0%	5%	8%	20%	0%
O=C1/C(=C\c2ccc(Br)o2)Cc2ccccc21
  7%	0%	19	23%	9%	-35%[57.1 µM]	8%	?	7%
CNS(=O)(=O)c1ccc(Oc2ccc(S(=O)(=O)NC)cc2)cc1
  -12%	-7%	-7	-17%	-4%	4%	-2%	-1%	-11%
CC1CCCCN1CCNC(=O)C1CCN(S(=O)(=O)N2CCCCC2)CC1 (stereo not drawn)
  -2%	0%	2	-7%	0%	-3%	4%	5%	23%

Next results:
Under each structure: HT1080NT lethal	SW480 rerep	IL1B secr inh	ATXN2 expr inh	KB-3-1 tox	WRN inhibitor	MCF10A rerep	KB-V1 cytotox	HT1080 IDH1KD tx
Cc1cc(C)cc(Cn2ncc(Cl)c(Cl)c2=O)c1
  -27%	3.7µM*	-120*	?	?	-12%	3.7µM*	23µM*	16µM*
CN1C(C(=O)NCCc2cccs2)CC2Cn3c(nc4cc(Cl)c(Cl)cc43)C21 (stereo not drawn)
  7%	-25%	-7	6%	0%	5%	1%	?	3%
CCC(C(=O)Nc1ccccc1-c1ccccc1)c1ccccc1 (stereo not drawn)
  -8%	0%	-22	-22%	0%	-1%	6%	?	-9%
Nc1cc(Oc2ccc(F)cc2F)cc([N+](=O)[O-])c1
  -18%	3%	-1	-5%	9%	-5%	2%	0%	-12%
COc1ccccc1N1CCN(C(=O)C2CCN(S(=O)(=O)c3ccc(F)cc3)CC2)CC1
  -1%	-5%	17	-9%	-18%	-10%	0%	-3%	-3%
COc1cc(C(=O)Nc2cc(S(=O)(=O)N3CCOCC3)ccc2N2CCOCC2)cc(OC)c1C
  0%	-22%	-7	/	-3%	1%	0%	15%	19%
